Screening results from PubChem BioAssay.
Myeloid diff 2: compounds promoting myeloid differentiation; ER-HoxA9 myeloid progenitors, lysozyme-GFP differentiation, flow cytometry; calls only at 10 µM; actives 1% (n = 360,000);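 active means normalized GFP-positive differentiation at or above the plate's own cutoff, the solvent-only control mean plus 3 SD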;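 further: cells exposed to compound for four days before flow analysis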
M1AAP inhibition: malaria alanyl aminopeptidase activity blockers – biochemical, fluorogenic H-Leu-NHMec substrate, 1536-well (AID 1445). recombinant M1AAP, H-Leu-NHMec fluorogenic kinetic assay; higher % means a stronger effect. inhibition, % at 30 µM, or IC50 in µM where a hit was titrated. actives 0.42% (n = 220,000);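 active means primary inhibition above the hit cutoff, then over 50% inhibition at one or more dose response concentrations, cut at about 23% in these data, passing the limit was not always enough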;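 further: plate controls were DMSO full reaction for no effect and no enzyme background for full effect; strong numbers were not always called active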
human PMI inhibition: MPI enzyme activity inhibition – biochemical, fluorescence intensity, coupled assay, primary screen (AID 1209). purified PMI enzyme, coupled fluorescence intensity; higher % means a stronger effect. one-dose inhibition, % at 20 µM; IC50 in µM for titrated hits. actives 0.42% (n = 190,000);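 further: plate controls were DMSO vehicle for no effect and wells lacking substrate for full effect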
Lipid droplet: hepatic lipid droplet formation modulation | inhibition, % at 6.5 µM | AML12 mouse hepatocytes, oleate lipid droplets, BODIPY imaging | AID 1656 | actives 0.4% (n = 240,000);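 active means lipid droplet intensity inhibited by at least 50%, with more than 500 cells counted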
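Technique: fluorescence imaging, 20x objective, two fields per well / Assay system: AML12 hepatocytes (mouse) / Measure: % inhibition of lipid droplet signal / Doses: 6.5 µM single-point dosing / Incubation: overnight exposure / Reagent: 100 µM oleic acid challenge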
WT yeast gro inh: growth inhibition of WT yeast, mitochondrial fusion screen; AID 1362; mitochondrial fusion phenotypic screen, WT strain; inhibition, % at 10 µM; actives 2.1% (n = 190,000); in the data active means inhibition above about 58%; tested in S. cerevisiae
UTI89 phage lysis: protection from phage-mediated lysis, alamar blue read-out – E. coli UTI89, K1F phage, bacterial capsule biogenesis inhibitors (AID 488966). E. coli UTI89 K1F phage lysis, alamar blue, 2 h; higher % means a stronger effect. actives 0.02% (n = 340,000). one-dose inhibition, % at 100 µM; IC50 in µM for titrated hits;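 active means phage lysis inhibition, versus mean bacterial control, above a set limit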;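 further: capsule biogenesis inhibitors block K1F phage lysis so surviving cells raise fluorescence; higher fluorescence means more inhibition of phage lysis; actives were called in the ten point dose series up to 300 µM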
human PMI inhibitors: human PMI inhibitors, high substrate, primary screen, biochemical, fluorescence intensity, high mannose 6-phosphate (AID 1220); inhibition, % at 20 µM, or IC50 in µM where a hit was titrated; recombinant PMI enzyme, coupled fluorescence intensity; higher % means a stronger effect; actives 0.66% (n = 190,000)
TNAP activation fold: stimulation of alkaline phosphatase TNAP activity – biochemical, luminescent, no phosphate acceptor, uHTS, primary screen (AID 1001); purified TNAP, luminescent activation assay, no phosphate acceptor; higher activation fold means a stronger effect; activation fold at 20 µM; hits with a dose series show EC50 in µM; actives 0.03% (n = 200,000); in the data active means activation fold from about 3, or a potency from the dose series; inactive means the rest, 99 in 100 with activation fold below about 1.6; further: many of its hits are not listed in these tables
ER stress rescue: rescue of cells from ER stress-induced death, primary screen, 384-well, CSM14.1, thapsigargin, ATP luminescence (AID 1222). 190,000 tested, under 10 active. cellular ATP content (survival), % at 20 µM, or EC50 in µM where a hit was titrated. CSM14.1 thapsigargin-induced death rescue, ATP luminescence; higher % means a stronger effect;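 active means EC50 below 50 µM in the dose-response confirmation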;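 further: death triggered by thapsigargin at about 15 µM added after 2 h compound pretreatment; cell ATP read after overnight thapsigargin exposure of roughly 18 to 22 hours; normalized against plate controls of thapsigargin alone and 5% DMSO vehicle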
WT yeast gro inh mutant strain: also measured in WT yeast gro inh; calls as there; inhibition, %; mitochondrial fusion phenotypic screen, mutant strain inhibition
Lipid droplet cells 6.5 µM: recorded beside Lipid droplet, whose call it bears; cell count; measured here: cell count, cytotoxicity flag;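 cells counted across two imaged fields per well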
Myeloid diff 2 GFP+ MAC1+ %: recorded beside Myeloid diff 2, whose call it bears; GFP+ MAC1+ double positive, %; measured here: differentiation confirmed by MAC1 staining
* hit, by the source's call; [ ] = dose if it differs, or a comment. Unless noted, no stated cut-off is given here; in the data, active means inhibition above about 50%; inactive means the rest.

`COP(=O)(OC)c1nc(-c2ccccc2)oc1N1CCOCC1` gave Myeloid diff 2 inactive, M1AAP inhibition 4%, human PMI inhibition -1%, Lipid droplet -14, WT yeast gro inh 11, UTI89 phage lysis 1.9%[50 µM], human PMI inhibitors -10%, TNAP activation fold 1.3, ER stress rescue 0.1%, WT yeast gro inh mutant strain 6, Lipid droplet cells 6.5 µM 606 and Myeloid diff 2 GFP+ MAC1+ % 0.5.
CC1=C(C(=O)OCC2CCCO2)C(c2ccsc2)C2=C(CCCC2=O)N1 (stereo unspecified) was read as Myeloid diff 2 inactive, M1AAP inhibition 6%, human PMI inhibition -4%, Lipid droplet -6, WT yeast gro inh -5, UTI89 phage lysis 0.6%, human PMI inhibitors -5%, TNAP activation fold 1.1, ER stress rescue -1.0%, WT yeast gro inh mutant strain -4, Lipid droplet cells 6.5 µM 740 and Myeloid diff 2 GFP+ MAC1+ % 1.2.
Screening CCc1nc(Cl)c(C#N)c2c1CCCC2 returned Myeloid diff 2 inactive, M1AAP inhibition -2%, human PMI inhibition 13%, Lipid droplet -8, WT yeast gro inh -12, UTI89 phage lysis 0.4%, human PMI inhibitors -4%, TNAP activation fold 1.1, ER stress rescue -3.4%, WT yeast gro inh mutant strain 1, Lipid droplet cells 6.5 µM 681 and Myeloid diff 2 GFP+ MAC1+ % 0.4.
Screening O=C(O)c1ccc(Cl)c(S(=O)(=O)Nc2ccc3cn[nH]c3c2)c1 returned Myeloid diff 2 inactive, M1AAP inhibition 12%, human PMI inhibition -1%, Lipid droplet -10, WT yeast gro inh -20, UTI89 phage lysis -0.1%, human PMI inhibitors 35%, TNAP activation fold 1.1, ER stress rescue -0.7%, WT yeast gro inh mutant strain 12, Lipid droplet cells 6.5 µM 675 and Myeloid diff 2 GFP+ MAC1+ % 0.9.
Screening CN(C)S(=O)(=O)c1cccc(-c2nn(-c3ccccc3)cc2/C=C2\SC(=S)NC2=O)c1 returned Myeloid diff 2 inactive, M1AAP inhibition 13%, human PMI inhibition 23%, Lipid droplet 12, WT yeast gro inh -24, UTI89 phage lysis 7.5%, human PMI inhibitors 8%, TNAP activation fold 1.1, ER stress rescue 4.6%, WT yeast gro inh mutant strain -4, Lipid droplet cells 6.5 µM 672 and Myeloid diff 2 GFP+ MAC1+ % 0.6.
Screening Cc1cc(C)c2c(CC(=O)Nc3nccs3)coc2c1 returned Myeloid diff 2 inactive, M1AAP inhibition 13%, human PMI inhibition 13%, Lipid droplet 8, WT yeast gro inh -21, UTI89 phage lysis 2.6%[50 µM], human PMI inhibitors 8%, TNAP activation fold 1.1, ER stress rescue -1.9%, WT yeast gro inh mutant strain -13, Lipid droplet cells 6.5 µM 725 and Myeloid diff 2 GFP+ MAC1+ % 1.6.
Screening Nc1cc(N)nc(SCCOc2ccccc2F)n1 returned Myeloid diff 2 inactive, M1AAP inhibition 3%, human PMI inhibition -25%, Lipid droplet 0, WT yeast gro inh 7, UTI89 phage lysis 2.1%, human PMI inhibitors -18%, TNAP activation fold 1, ER stress rescue 2.3%, WT yeast gro inh mutant strain 9, Lipid droplet cells 6.5 µM 698 and Myeloid diff 2 GFP+ MAC1+ % 0.6.
Screening CC1CN(c2ccc(Cl)cc2[N+](=O)[O-])CCN1S(C)(=O)=O (stereo unspecified) returned Myeloid diff 2 inactive, M1AAP inhibition 4%, human PMI inhibition 10%, Lipid droplet 0, WT yeast gro inh 2, UTI89 phage lysis -1.6%, human PMI inhibitors 13%, TNAP activation fold 1, ER stress rescue 0.6%, WT yeast gro inh mutant strain -12, Lipid droplet cells 6.5 µM 594 and Myeloid diff 2 GFP+ MAC1+ % 0.3.
For Cc1oc(-c2cccs2)nc1CN1CCC(CO)(CCOc2ccccc2)CC1 the results were Myeloid diff 2 inactive, M1AAP inhibition 3%, human PMI inhibition 10%, Lipid droplet 2, WT yeast gro inh 10, UTI89 phage lysis 0.4%, human PMI inhibitors 0%, TNAP activation fold 1, ER stress rescue -2.3%, WT yeast gro inh mutant strain 10, Lipid droplet cells 6.5 µM 688 and Myeloid diff 2 GFP+ MAC1+ % 1.2.
For CC(C)(C)[C@@H]1C=C(C(=O)NC2CC2)O[C@H](OCc2ccc(CO)cc2)C1 the results were Myeloid diff 2 inactive, M1AAP inhibition 6%, human PMI inhibition 10%, Lipid droplet 5, WT yeast gro inh -16, UTI89 phage lysis 0.5%, human PMI inhibitors 7%, TNAP activation fold 1.1, ER stress rescue 1.7%, WT yeast gro inh mutant strain -4, Lipid droplet cells 6.5 µM 712 and Myeloid diff 2 GFP+ MAC1+ % 1.0.
CCSC1=N/C(=C\c2ccc(C(=O)O)cc2)C(=O)S1 was read as Myeloid diff 2 inactive, M1AAP inhibition 1%, human PMI inhibition -1%, WT yeast gro inh 5, UTI89 phage lysis 0.5%, human PMI inhibitors 5%, TNAP activation fold 1, ER stress rescue 0.6%, WT yeast gro inh mutant strain 3 and Myeloid diff 2 GFP+ MAC1+ % 0.2.
For OC(CN1C2=NCCN2c2ccccc21)c1ccc2c(c1)OCO2 (stereo unspecified) the results were Myeloid diff 2 inactive, M1AAP inhibition -4%, human PMI inhibition -3%, WT yeast gro inh -12, UTI89 phage lysis 0.5%, human PMI inhibitors 0%, TNAP activation fold 1.1, ER stress rescue 0.0%, WT yeast gro inh mutant strain -2 and Myeloid diff 2 GFP+ MAC1+ % 0.7.
Screening CCO[C@@H]1OC(C(=O)Nc2ccccc2)=C[C@H](c2csc3ccccc23)[C@H]1CCCO returned Myeloid diff 2 inactive, M1AAP inhibition -6%, human PMI inhibition 9%, Lipid droplet -2, WT yeast gro inh 54, UTI89 phage lysis 0.6%, human PMI inhibitors 2%, TNAP activation fold 1.1, ER stress rescue 9.1%, WT yeast gro inh mutant strain 36, Lipid droplet cells 6.5 µM 732 and Myeloid diff 2 GFP+ MAC1+ % 2.9.
Screening S=c1nc(-c2cc(Cl)ccc2Cl)[nH][nH]1 returned Myeloid diff 2 inactive, M1AAP inhibition 3%, human PMI inhibition 20%, Lipid droplet -4, WT yeast gro inh -14, UTI89 phage lysis -3.0%, human PMI inhibitors -29%, TNAP activation fold 1.2, ER stress rescue -1.2%, WT yeast gro inh mutant strain 17, Lipid droplet cells 6.5 µM 719 and Myeloid diff 2 GFP+ MAC1+ % 0.3.
For Cc1ccc(S(=O)(=O)N(C)CC(=O)Nc2cccc(C)n2)cc1 the results were Myeloid diff 2 inactive, M1AAP inhibition 7%, human PMI inhibition 12%, Lipid droplet 2, WT yeast gro inh 14, UTI89 phage lysis -0.1%, human PMI inhibitors 8%, TNAP activation fold 1.1, ER stress rescue -2.9%, WT yeast gro inh mutant strain 11, Lipid droplet cells 6.5 µM 757 and Myeloid diff 2 GFP+ MAC1+ % 0.8.
For O=C(Nc1cc(C(F)(F)F)ccc1N1CCOCC1)c1ccc(Br)o1 the results were Myeloid diff 2 inactive, M1AAP inhibition -3%, human PMI inhibition 13%, Lipid droplet 2, WT yeast gro inh 16, UTI89 phage lysis 2.9%, human PMI inhibitors 0%, TNAP activation fold 1.1, ER stress rescue -1.4%, WT yeast gro inh mutant strain 0, Lipid droplet cells 6.5 µM 829 and Myeloid diff 2 GFP+ MAC1+ % 5.2.
Screening Cc1cccc(N2CCN(C(=O)/C=C/c3ccco3)CC2)c1C returned Myeloid diff 2 inactive, M1AAP inhibition 8%, human PMI inhibition 28%, Lipid droplet 13, WT yeast gro inh 19, UTI89 phage lysis 6.3%, human PMI inhibitors 16%, TNAP activation fold 1.1, ER stress rescue -1.4%, WT yeast gro inh mutant strain -11, Lipid droplet cells 6.5 µM 652 and Myeloid diff 2 GFP+ MAC1+ % 0.4.
For COc1ccc(S(=O)(=O)c2ccc(OC)cc2)cc1 the results were Myeloid diff 2 inactive, M1AAP inhibition 11%, human PMI inhibition 7%, Lipid droplet 17, WT yeast gro inh 6, UTI89 phage lysis 0.7%, human PMI inhibitors 7%, TNAP activation fold 1, ER stress rescue -2.6%, WT yeast gro inh mutant strain 11, Lipid droplet cells 6.5 µM 805 and Myeloid diff 2 GFP+ MAC1+ % 0.5.
For COc1ccc(-n2cc(-c3ccc(C)cc3)[n+]3c2SCC3)cc1 the results were Myeloid diff 2 inactive, M1AAP inhibition 6%, human PMI inhibition 8%, Lipid droplet -54, WT yeast gro inh -1, UTI89 phage lysis 2.1%[50 µM], human PMI inhibitors 7%, TNAP activation fold 1.2, ER stress rescue 0.3%, WT yeast gro inh mutant strain 1, Lipid droplet cells 6.5 µM 572 and Myeloid diff 2 GFP+ MAC1+ % 0.0.
`Cc1nc(-c2ccc(Cl)cc2)sc1C(=O)CBr` gave Myeloid diff 2 inactive, M1AAP inhibition 2%, human PMI inhibition -14%, Lipid droplet 4, WT yeast gro inh 30, UTI89 phage lysis 0.2%, human PMI inhibitors -2%, TNAP activation fold 1, WT yeast gro inh mutant strain 16, Lipid droplet cells 6.5 µM 704 and Myeloid diff 2 GFP+ MAC1+ % 0.3.
COc1ccc(NC(=O)C2CCCO2)cc1 (stereo unspecified) was read as Myeloid diff 2 inactive, M1AAP inhibition 2%, human PMI inhibition 3%, Lipid droplet -16, WT yeast gro inh -8, UTI89 phage lysis -0.5%, human PMI inhibitors 5%, TNAP activation fold 1.1, ER stress rescue -1.7%, WT yeast gro inh mutant strain 14, Lipid droplet cells 6.5 µM 653 and Myeloid diff 2 GFP+ MAC1+ % 0.6.
For COc1ccc(-c2ccc(S(=O)(=O)n3nc(OC(=O)c4cccs4)cc3N)cc2)cc1 the results were Myeloid diff 2 inactive, M1AAP inhibition 3%, human PMI inhibition 6%, Lipid droplet -12, WT yeast gro inh 25, UTI89 phage lysis 0.3%, human PMI inhibitors 10%, TNAP activation fold 1, ER stress rescue -0.2%, WT yeast gro inh mutant strain 7, Lipid droplet cells 6.5 µM 727 and Myeloid diff 2 GFP+ MAC1+ % 1.3.
Screening Cc1ccc(S(=O)(=O)N(C)c2ccc(OC(=O)c3ccc(=O)[nH]c3)cc2)cc1 returned Myeloid diff 2 inactive, M1AAP inhibition 1%, human PMI inhibition 1%, Lipid droplet 0, WT yeast gro inh -12, UTI89 phage lysis 0.4%, human PMI inhibitors 2%, TNAP activation fold 1.1, ER stress rescue 0.2%, WT yeast gro inh mutant strain -3, Lipid droplet cells 6.5 µM 676 and Myeloid diff 2 GFP+ MAC1+ % 0.1.
